Myeloid diff MLP: compounds promoting myeloid differentiation | ER-HoxA9 myeloid progenitors, lysozyme-GFP differentiation, flow cytometry | calls only at 10 µM | 1% of 360,000 active | AID 624256;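 active = normalized GFP-positive differentiation at or above the plate's own cutoff, the solvent-only control mean plus 3 SD; inconclusive = no clear call, values can overlap the other calls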;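 note: cells exposed to compound for four days before flow analysis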
HIV peptide binding: inhibitors of HIV fusion peptide binding, primary screen, biochemical, uHTS, fluorescence dequenching (AID 1986); 0.3% of 290,000 active; inhibition, % at 20 µM, or IC50 in µM where a hit was titrated; cell-free peptide binding, fluorescence dequenching, 30 min; higher % means a stronger effect; in the data active = inhibition mostly above about 52%, no sharp cut-off; inactive = mostly below about 76%; note: some results filed as inactive read as strong as hits
XIAP displacement: XIAP antagonists, biochemical, IAP family, fluorescence polarization (AID 1018); 0.007% of 200,000 active; XIAP BIR domain, fluorescence polarization peptide displacement; higher % means a stronger effect; one-dose displacement, % at 20 µM; IC50 in µM for titrated hits; in the data active = displacement above about 50%; note: a part of the inactive calls stands beside numbers as strong as those of hits
NS5 inhibitors: Dengue-2 NS5 methyltransferase inhibitors, primary screen, biochemical, confirmation dose response (AID 588689). Dengue-2 NS5 methyltransferase capping enzyme assay, biochemical; higher % means a stronger effect. inhibition, % at 25 µM; hits with a dose series show IC50 in µM. 0.3% of 340,000 active; in the data active = a potency from the dose series; inconclusive = inhibition above about 29% without an active follow-up result
Lipid droplet: modulators of hepatic lipid droplet formation; AML12 mouse hepatocytes, oleate lipid droplets, BODIPY imaging; inhibition, % at 6.5 µM; 0.4% of 240,000 active; AID 1656;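 active = lipid droplet intensity inhibited by at least 50%, with more than 500 cells counted; inconclusive = wells with under 300 cells, treated as cytotoxic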
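Material: mouse AML12 hepatocyte cell line, fixed after treatment; Timing: compound with oleate, overnight; Technique: high-content imaging of BODIPY-stained droplets and DAPI nuclei; Probe or stimulus: oleate, 100 µM final; Dosing: compound at 6.5 µM only.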
LYP phosphatase: PTPN22 lymphoid phosphatase activity blockers – biochemical, fluorescence intensity, uHTS (AID 1779) | 0.054% of 290,000 active | inhibition, % at 11.5 µM, or IC50 in µM where a hit was titrated | recombinant LYP phosphatase, fluorescence intensity; higher % means a stronger effect;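 note: plate controls were vehicle with enzyme for no effect and no enzyme for full effect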
AID2073: inhibitors of Mint1-CaV2.2 protein interaction, biochemical, HTRF (AID 2073); HTRF protein-protein interaction, Mint1-CaV2.2; higher % means a stronger effect; one-dose inhibition, % at 20 µM; IC50 in µM for titrated hits; 0.19% of 290,000 active; in the data active = inhibition mostly above about 51%, no sharp cut-off; inconclusive = no clear call, values can overlap the other calls; inactive = mostly below about 53%; note: some results filed as inactive read as strong as hits
NOD2 inhibition: NOD2 signaling inhibitors, cell-based, luminescence, uHTS, HEK293 (AID 1566) | HEK293 NOD2/NF-kB luciferase reporter, luminescence; higher % means a stronger effect | one-dose inhibition, % at 4 µM; EC50 in µM for titrated hits | 0.63% of 290,000 active; note: many of its hits are not listed in these tables
Siah-1 displacement: Siah-1 peptide-binding antagonists, primary screen, biochemical, fluorescence polarization, rhodamine-plectin, uHTS (AID 1817); Siah-1 / rhodamine-plectin peptide fluorescence polarization; higher % means a stronger effect; one-dose displacement, % at 20 µM; IC50 in µM for titrated hits; 0.02% of 290,000 active;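 active = displacement of at least 50% at 20 µM, with a fluorescence ratio check between 0.3 and a set limit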;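 note: plate controls were Siah plus tracer with DMSO for no effect and tracer alone without Siah for full effect; strong numbers were not always called active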
Lipid droplet cells 6.5 µM: also measured in Lipid droplet; calls as there; cell count; measured here: cell count, cytotoxicity flag;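 cells counted across two imaged fields per well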
Myeloid diff MLP GFP+ MAC1+ %: further read-out of Myeloid diff MLP, marked with its call; GFP+ MAC1+ double positive, %; measured here: differentiation confirmed by MAC1 staining
* marks the source's active call; other numbers are inactive results; i = inactive; ? = inconclusive; / = not tested or not shown. Cut-off read from the data, not from the text of the source, unless noted: active = inhibition above about 50%; inactive = the rest. A portion of the library. The share of hits here may be higher or lower than overall.

SMILES	Myeloid diff MLP	Myeloid diff MLP GFP+ MAC1+ %	HIV peptide binding	XIAP displacement	NS5 inhibitors	Lipid droplet	Lipid droplet cells 6.5 µM	LYP phosphatase	AID2073	NOD2 inhibition	Siah-1 displacement
CCOC(=O)c1cnc(Nc2nc3ccccc3o2)nc1CSC(=S)N(CC)CC	?	/	-0.3%	-5.2%	-3%	-35	560	4%	4%	11%	1%
COc1cccc(CNC(=O)C2Cc3cc(S(=O)(=O)N4CCCC4)ccc3N2C(C)=O)c1OC (centres undefined)	i	0.6	0.5%	/	14%	-7	681	-4%	8%	4%	-3%
CCOC(=O)CNC(=O)COc1coc(CN2CCN(c3ccc(F)cc3)CC2)cc1=O	i	1.0	2.3%	/	-5%	26	661	-8%	-6%	17%	13%
O=C(CN1CCCC1)Nc1cccc(Cl)c1	i	0.3	-0.3%	/	1%	-7	860	-4%	16%	-2%	-2%
FC(F)(F)c1nnc(-c2ccccc2)nc1N1CCOCC1	i	1.4	-1.3%	-6.0%	-9%	2	724	1%	4%	-29%	1%
O=C(Nc1ccc(Cl)cc1)/C(=C/c1cccc(O)c1)c1nc2ccccc2s1	/	/	13%	-7.7%	-17%	40	690	11%	26%	-63%	1%
O=S(=O)(Nc1ccc2c(c1)OCCO2)c1cccc(F)c1	i	0.7	-0.4%	/	6%	-5	785	-2%	6%	11%	-1%
BrC(/C=C\c1ccccc1)=N/Nc1nc(N2CCOCC2)nc(N2CCOCC2)n1	i	2.1	-1.5%	-3.9%	6%	0	629	5%	-8%	-81%	4%
CC(=O)c1cccc(NC(=O)CSc2nc(N3CCCCC3)nc(N3CCCCC3)n2)c1	i	0.1	1.5%	-1.3%	-5%	/	/	1%	19%	0%	-4%
CN(C)C(=O)CC12CC3CC(C1)CC(CC(=O)N(C)C)(C3)C2	i	0.3	1.5%	-1.4%	-2%	-14	568	-6%	12%	4%	0%
Cc1csc(Sc2ccc([N+](=O)[O-])cc2C(=O)OCC(=O)NC2CCCC(C)C2C)n1 (centres undefined)	i	0.6	-1.8%	-7.1%	-1%	/	/	-7%	?	1%	0%
Cc1cc(C(=O)Nc2ccc(F)cc2C)cs1	i	0.6	-0.5%	/	-5%	6	632	-8%	-2%	2%	3%
COc1ccc(CC(=O)N/N=C(\C)c2cccnc2)cc1OC	i	0.0	-0.7%	/	-1%	-1	893	-12%	2%	4%	6%
Cc1cc(Cl)cc(Br)c1OCCNCC(C)O (centres undefined)	i	0.4	-0.6%	-4.5%	-2%	-4	699	-6%	-1%	-8%	-3%
COc1cc(/C(C#N)=C/c2ccccc2)c([N+](=O)[O-])cc1OC	i	1.9	7.6%	-1.8%	4%	-4	732	1%	-3%	4%	9%
C/C(=N\S(=O)(=O)c1ccc(C)cc1)N1CCCCC1	i	0.1	2.3%	-1.7%	8%	-18	697	-11%	14%	-1%	-2%
COc1ccc(NC(=O)COc2ccc(/C=C/c3cccc[n+]3C)cc2OC)cc1	i	0.6	-0.4%	/	12%	6	852	-7%	18%	16%	-4%
COc1ccc(-c2[nH]n(-c3ccc([N+](=O)[O-])cc3)c(=O)c2C=NCc2ccccc2)cc1	i	0.4	7.0%	-5.3%	7%	18	593	-5%	10%	0%	5%
COc1ccc(N2C(=O)C3CCCN3C2c2cccc(Br)c2)cc1 (centres undefined)	i	0.8	1.5%	-4.6%	102%	/	/	-3%	-6%	12%	1%
O=C(COc1ccccc1)NCC1CCCO1 (centres undefined)	i	7.8	0.8%	2.3%	-5%	-11	698	-11%	-1%	12%	-1%
CN(CCO)c1c2c(nc3cc(-c4cccc(F)c4)nn13)CCCC2	i	0.2	4.9%	-8.1%	-3%	/	/	-4%	11%	5%	-1%
CCc1noc(C)c1C(=O)N1CCCC(CCC(=O)NCc2cccc(OC)c2)C1 (centres undefined)	i	0.5	1.3%	-3.6%	-7%	0	727	0%	17%	8%	0%
Cn1c(SCc2nc3ccccc3[nH]2)nnc1-c1cccnc1	i	3.6	-0.9%	-5.1%	-6%	/	/	-9%	-10%	9%	-6%
CCCNS(=O)(=O)c1ccc(OCC(=O)N(C)Cc2ccccc2)cc1	i	0.2	-0.1%	/	-17%	-2	751	-3%	8%	2%	10%
Cc1cc(C(=O)NCc2cccs2)nn1C	i	0.6	-0.4%	/	9%	8	731	-8%	3%	-1%	0%

The last 2 compounds of the part above come first, to join the parts.
SMILES	Myeloid diff MLP	Myeloid diff MLP GFP+ MAC1+ %	HIV peptide binding	XIAP displacement	NS5 inhibitors	Lipid droplet	Lipid droplet cells 6.5 µM	LYP phosphatase	AID2073	NOD2 inhibition	Siah-1 displacement
CCCNS(=O)(=O)c1ccc(OCC(=O)N(C)Cc2ccccc2)cc1	i	0.2	-0.1%	/	-17%	-2	751	-3%	8%	2%	10%
Cc1cc(C(=O)NCc2cccs2)nn1C	i	0.6	-0.4%	/	9%	8	731	-8%	3%	-1%	0%
CCCSc1nnc2nc3c(nn12)c1ccccc1n3C	i	1.3	-0.1%	1.6%	-4%	17	646	0%	?	6%	3%
Cn1c(=O)c2c(nc(NC3CCCCC3)n2CC(O)COc2ccccc2)n(C)c1=O (centres undefined)	i	0.2	0.4%	3.8%	-4%	/	/	-4%	-10%	4%	5%
Cc1nc2ccccc2nc1OCC(=O)Nc1ccc2ccccc2c1	i	0.1	2.6%	-4.4%	2%	4	679	-11%	21%	-21%	20%
COC(=O)c1ccc(C(=O)OC)c(NS(=O)(=O)c2ccc(NC(C)=O)cc2)c1	i	1.3	1.2%	-2.1%	-4%	/	/	-8%	7%	8%	2%
COC(=O)Cc1c(O)ccn(Cc2cccc(C(F)(F)F)c2)c1=O	i	0.5	-0.3%	-7.4%	-5%	0	749	-3%	-4%	-12%	0%
COc1ccc(N2CCN(C(=O)CNC(=O)c3ccco3)CC2)cc1	i	0.8	1.0%	/	1%	-2	802	-5%	4%	-2%	11%
O=C(NCCCSc1ccccc1)c1cnc(Cl)c(Cl)c1	i	0.5	0.6%	/	-7%	1	790	-4%	7%	-4%	2%
Cc1ccccc1-c1nc(CS(=O)CC(=O)NC(C)CCc2ccccc2)c(C)o1 (centres undefined)	i	1.2	-2.7%	/	-8%	2	762	1%	10%	-57%	-2%
CCCn1c(NC(=O)c2ccc(Cl)c(S(=O)(=O)N3CCCC3)c2)nc2ccccc21	i	0.8	-2.4%	-8.7%	-8%	/	/	-5%	31%	/	-2%
CC1=Nn2c(nnc2-c2cc(C)[nH]n2)SC1	i	0.0	1.6%	-1.6%	3%	/	/	5%	-8%	4%	0%
CCN1CCCC1CNC(=O)c1ccc(Sc2ccccc2Cl)c([N+](=O)[O-])c1 (centres undefined)	i	0.0	-1.3%	-3.3%	-10%	-37	704	-4%	-1%	12%	-2%
COc1ccccc1C(=O)NCc1ccc(-c2nc3ccccc3s2)cc1	i	0.5	-0.3%	-3.1%	-3%	3	535	1%	7%	6.3µM*	6%
Nc1nc(SCC(=O)O)[nH]c(=O)c1NC(=O)c1ccco1	i	0.9	0.7%	/	-5%	-5	805	0%	4%	-3%	2%
Cc1ccc2c(c1)N(C(=O)CCC(=O)N1CCN(c3ccccc3)CC1)CCO2	i	3.8	-1.7%	/	-5%	-5	760	0%	6%	-14%	0%
CCOC(=O)c1c(NC(=O)c2cc(C(C)C)on2)sc(C(C)=O)c1C	i	0.5	4.4%	-3.4%	-10%	-18	769	-3%	6%	22%	1%
CCOC(=O)c1[nH]ncc1CN1CCCC(C(=O)c2cccc(OC(C)C)c2)C1 (centres undefined)	i	0.9	1.7%	-3.0%	-11%	-9	697	-5%	12%	10%	-1%
CCOc1ccccc1/C=N/n1c(C2CCCCC2)n[nH]c1=S	i	0.7	2.1%	/	4%	-5	852	4%	-23%	0%	0%
COc1ccc(/C=C/C(=O)Nc2cc(S(=O)(=O)N3CCOCC3)ccc2N2CCCC2)cc1OC	i	0.9	-2.0%	-13%	-1%	-8	721	6%	7%	5%	-2%
CC1(C)CC(=O)c2cc(C(=O)N3CCCC(C)(C)C3)c(=O)n(-c3ccccc3)c2C1	i	1.0	2.8%	-4.5%	4%	/	/	0%	3%	13%	2%
CN1CCc2cc3c(c4c2[C@H]1[C@H](O)c1ccccc1-4)OCO3	i	3.7	21%	-5.8%	?	/	/	-2%	14%	-4%	37%
CC(C)c1ccc(N2C=Nc3ccc(C(C)C)cc3C2)cc1	i	0.6	0.2%	/	-19%	/	/	8%	15%	-8%	5%

One compound at a time, as listed above. Values in the order: Myeloid diff MLP | Myeloid diff MLP GFP+ MAC1+ % | HIV peptide binding | XIAP displacement | NS5 inhibitors | Lipid droplet | Lipid droplet cells 6.5 µM | LYP phosphatase | AID2073 | NOD2 inhibition | Siah-1 displacement
O=C(NCCCSc1ccccc1)c1cnc(Cl)c(Cl)c1 in the list: i | 0.5 | 0.6% | / | -7% | 1 | 790 | -4% | 7% | -4% | 2%
CC1(C)CC(=O)c2cc(C(=O)N3CCCC(C)(C)C3)c(=O)n(-c3ccccc3)c2C1 in the list: i | 1.0 | 2.8% | -4.5% | 4% | / | / | 0% | 3% | 13% | 2%

Compounds listed so far that contain a thiophene ring, fused or not, in the order listed:
SMILES	Myeloid diff MLP	Myeloid diff MLP GFP+ MAC1+ %	HIV peptide binding	XIAP displacement	NS5 inhibitors	Lipid droplet	Lipid droplet cells 6.5 µM	LYP phosphatase	AID2073	NOD2 inhibition	Siah-1 displacement
Cc1cc(C(=O)Nc2ccc(F)cc2C)cs1	i	0.6	-0.5%	/	-5%	6	632	-8%	-2%	2%	3%
Cc1cc(C(=O)NCc2cccs2)nn1C	i	0.6	-0.4%	/	9%	8	731	-8%	3%	-1%	0%
CCOC(=O)c1c(NC(=O)c2cc(C(C)C)on2)sc(C(C)=O)c1C	i	0.5	4.4%	-3.4%	-10%	-18	769	-3%	6%	22%	1%

Results in LYP phosphatase, for 5 of the compounds above:
canonical_smiles	LYP phosphatase
COC(=O)Cc1c(O)ccn(Cc2cccc(C(F)(F)F)c2)c1=O	-3%
COc1ccc(N2CCN(C(=O)CNC(=O)c3ccco3)CC2)cc1	-5%
O=C(NCCCSc1ccccc1)c1cnc(Cl)c(Cl)c1	-4%
Cc1ccccc1-c1nc(CS(=O)CC(=O)NC(C)CCc2ccccc2)c(C)o1 (centres undefined)	1%
CCCn1c(NC(=O)c2ccc(Cl)c(S(=O)(=O)N3CCCC3)c2)nc2ccccc21	-5%

Compound activity (PubChem)
